From PubChem BioAssay
UGM FP inh: M. tuberculosis UGM enzyme inhibitors, primary screen, biochemical, fluorescence polarization, single point; UDP-galactopyranose mutase (Mycobacterium tuberculosis (strain ATCC 25618 / H37Rv)), …; purified UGM, fluorescence polarization probe displacement; inhibition, % at 10 µM; 0.06% of 320,000 active; AID 504406, 2011; in the data active means inhibition above about 10%, passing the limit was not always enough; inconclusive means no clear call, values can overlap the other calls
Target sequence (P9WIQ1 whole entry, looked up): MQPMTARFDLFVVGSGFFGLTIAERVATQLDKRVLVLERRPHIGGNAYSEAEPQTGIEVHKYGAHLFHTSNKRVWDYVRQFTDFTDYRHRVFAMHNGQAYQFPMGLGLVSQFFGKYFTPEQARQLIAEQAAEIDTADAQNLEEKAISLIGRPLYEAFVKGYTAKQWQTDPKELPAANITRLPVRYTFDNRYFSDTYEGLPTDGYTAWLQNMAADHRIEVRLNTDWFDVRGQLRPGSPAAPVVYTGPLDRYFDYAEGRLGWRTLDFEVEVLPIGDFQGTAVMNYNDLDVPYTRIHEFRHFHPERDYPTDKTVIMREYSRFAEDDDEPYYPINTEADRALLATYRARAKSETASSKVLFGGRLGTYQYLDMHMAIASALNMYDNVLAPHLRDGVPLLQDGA
Y pestis TopoI: Yersinia pestis topoisomerase I inhibitors, primary screen, biochemical, cleavage product accumulation, plate reader, single point; DNA topoisomerase I (Yersinia pestis CO92); Y. pestis Topo-I cleavage product accumulation; activity, % at 10 µM; 0.064% of 360,000 active; in the data active means activity above about 50%, passing the limit was not always enough; inconclusive means no clear call, values can overlap the other calls; further: inactives centre near 2
FadD28 FP inh: inhibitors of FadD28 bisubstrate probe binding, primary screen, biochemical, fluorescence polarization, single point. Mycobacterium tuberculosis FadD28 fatty-acid-AMP ligase. inhibition, % at 12.5 µM. 0.22% of 360,000 active. AID 588549, 2011; in the data active means inhibition above about 8.5%, passing the limit was not always enough; inconclusive means no clear call, values can overlap the other calls
BioA inh: M. tuberculosis BioA enzyme inhibitors, primary screen, biochemical, plate reader, single point, HTS; AID 602481, 2012; 0.096% of 360,000 active; inhibition, % at 9.99 µM; purified M. tuberculosis BioA enzyme; in the data active means inhibition above about 40%; inconclusive means no clear call, values can overlap the other calls
TcdB inh: TcdB glycohydrolase inhibitors, primary screen, biochemical, single point, plate reader; Toxin B (Clostridioides difficile), P18177; TcdB glycohydrolase enzymatic assay; inhibition, % at 9.99 µM; 0.24% of 350,000 active; AID 652162, 2013; in the data active means inhibition above about 10%
GDH-TPI inh: GDH-TPI coupling enzyme inhibitors, primary screen, artefact control for M. tuberculosis FBA inhibitor project, biochemical, absorbance, full deck; inhibition, % at 4.8 µM; GDH-TPI coupled enzyme counterscreen, NADH absorbance; 1.2% of 360,000 active; AID 588335, 2011; in the data active means inhibition above about 30%;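 further: 0% = DMSO wells and 100% = wells lacking the enzyme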
PfHsp40 rescue: rescue of yeast from PfHsp40 toxicity, primary screen, S. cerevisiae, ATP luminescence; S. cerevisiae expressing PfHsp40, growth rescue; AID 504582, 2011; growth rescue, % at 12.5 µM; 0.68% of 340,000 active; in the data active means growth rescue above about 28%, passing the limit was not always enough; inconclusive means no clear call, values can overlap the other calls;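 further: yeast W303a lacking pdr1 and pdr3 grown in galactose medium; growth measured after three days at 30 °C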
Vc quorum ag: inducers of Vibrio cholerae quorum light production without autoinducers, primary screen, BH1578 luxS cqsA deficient, single point; 0.16% of 350,000 active; AID 588436, 2011; activation, % at 18.7 µM; V. cholerae BH1578 lux reporter, luminescence, 6 h; in the data active means activation mostly above about 9.7%, no sharp cut-off; inconclusive means no clear call, values can overlap the other calls; inactive means mostly below about 3.7%; further: not every result past the cut was called active; inactives centre near 0; reference of the scale not given here
FBA Mtb inh: Mtb FBA enzyme inhibitors, primary screen, biochemical, fluorescence, strain H37Rv; Fructose-bisphosphate aldolase (Mycobacterium tuberculosis (strain ATCC 25618 / H37Rv)), …; purified M. tuberculosis FBA, fluorescence read-out; inhibition, % at 1 µM; 2.3% of 360,000 active; AID 588726, 2011; in the data active means inhibition above about 27%;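 further: 0% = vehicle and 100% = reference inhibitor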
Target sequence (P9WQA3 whole entry, looked up): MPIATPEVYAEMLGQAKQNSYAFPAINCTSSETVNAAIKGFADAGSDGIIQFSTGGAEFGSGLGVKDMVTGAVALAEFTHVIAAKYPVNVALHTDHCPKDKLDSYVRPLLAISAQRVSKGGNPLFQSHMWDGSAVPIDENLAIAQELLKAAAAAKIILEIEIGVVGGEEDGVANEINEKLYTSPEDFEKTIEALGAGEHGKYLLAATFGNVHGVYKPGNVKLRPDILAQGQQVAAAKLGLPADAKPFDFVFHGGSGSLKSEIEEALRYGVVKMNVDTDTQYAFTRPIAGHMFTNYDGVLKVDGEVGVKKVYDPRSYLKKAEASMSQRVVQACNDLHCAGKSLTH
Active calls of the source: *; i = inactive; ? = inconclusive; . = no result given.

The first 2 records, ahead of the listing:
cpd	Structure	UGM FP inh	Y pestis TopoI	FadD28 FP inh	BioA inh	TcdB inh
1	CNS(=O)(=O)c1cccc(C(=O)OCC(=O)NC2CCCC(C)C2C)c1 (configuration not stated)	-0.1	-7	-2.1	-0.6	0.5
2	COC(=O)C1=C(c2ccc(F)cc2OCc2ccccc2)C[C@@H]2CC[C@H]1N2C(=O)NCc1ccc(Br)cc1	2.8	43	-5.6	-0.7	1.1

cpd	GDH-TPI inh	PfHsp40 rescue	Vc quorum ag	FBA Mtb inh
1	-2	0.5	i	-2
2	-1	1.6	i	-4

The list itself, from the start:
cpd	Structure	UGM FP inh	Y pestis TopoI	FadD28 FP inh	BioA inh	TcdB inh
1	CNS(=O)(=O)c1cccc(C(=O)OCC(=O)NC2CCCC(C)C2C)c1 (configuration not stated)	-0.1	-7	-2.1	-0.6	0.5
2	COC(=O)C1=C(c2ccc(F)cc2OCc2ccccc2)C[C@@H]2CC[C@H]1N2C(=O)NCc1ccc(Br)cc1	2.8	43	-5.6	-0.7	1.1
3	COc1ccc(-c2cc(-c3cc(OC)ccc3O)[nH]n2)cc1	1.8	1	1.6	1.2	.
4	CC(C)(C)C(=O)N1CCN(c2ccc([N+](=O)[O-])c(NCC3CCCO3)c2)CC1 (configuration not stated)	0.9	4	-2.9	-1.0	0.8
5	CCOC(=O)C1=C(O)/C(=C/c2cc(OC)c(OC)c(OC)c2)N=C1C	2.0	-5	-2.8	-1.0	.
6	C=CCN1C(=O)CN=C1Nc1ccccc1	0.8	4	-1.4	0.8	.
7	COc1cc2c3c(c1OC)C1(C=CC(=NNC(N)=O)C=C1)CC3N(C(C)=O)CC2 (configuration not stated)	0.8	4	-0.9	.	-0.1
8	O=S(=O)(CCN1CCCCC1)Oc1ccc(Cl)cc1Cl	3.1	0	-3.0	0.3	1.5
9	C[n+]1ccc(CC2C(=[N+]([O-])[O-])C=Nc3ncnn32)cc1 (configuration not stated)	.	2	-2.8	.	-7.1
10	Cc1cc(=O)[nH]c2nnc(SCC(=O)N3CC(C)OC(C)C3)n12 (configuration not stated)	1.4	3	-2.1	.	-1.1
11	COc1cc(/C=C/C(=O)OCC(=O)N2CCCc3ccccc32)ccc1OCC#N	-0.2	28	-0.4	0.7	1.9
12	COC(=O)c1c(C(=O)OC)c(-c2cccc(C)c2)n2c1CS(=O)(=O)C2	-1.0	-3	0.7	-3.1	.

cpd	GDH-TPI inh	PfHsp40 rescue	Vc quorum ag	FBA Mtb inh
1	-2	0.5	i	-2
2	-1	1.6	i	-4
3	-1	?	i	4
4	11	-0.1	-12	-13
5	3	0.2	-0.6	-2
6	-3	-0.8	-0.2	1
7	10	1.4	-2.2	1
8	-11	-0.7	-0.3	-1
9	0	-0.7	-0.3	-8
10	1	0.0	-11	-1
11	6	0.5	i	9
12	5	-0.6	i	1

Following part:
cpd	Structure	UGM FP inh	Y pestis TopoI	FadD28 FP inh	BioA inh	TcdB inh
13	COc1ccc(C2C3C=CC(C3)C2C(=O)O)cc1 (configuration not stated)	.	5	-3.1	.	1.0
14	O=C(O)CCc1ccc(S(=O)(=O)Nc2ccc(OCc3ccccc3)cc2)cc1	2.3	-6	1.0	-3.5	-7.9
15	CCOC(=O)C1CCCN(CC(O)COc2cccc(C)c2)C1 (configuration not stated)	2.7	0	-3.1	.	.
16	CCn1cc(C(=O)O)c(=O)c2cc(OC)ccc21	0.8	6	-0.7	-0.7	.
17	CCc1nnc(NCC(=O)N2CCc3ccccc32)s1	-2.6	-4	0.1	-1.3	.
18	COc1ccc(Cc2nnc(NC(=O)c3ccco3)s2)cc1	3.5	9	-5.2	0.8	.
19	CC(C)(C)C(=O)Nc1ccc(S(=O)(=O)c2ccc(NC(=O)C(C)(C)C)cc2)cc1	-1.2	-3	-2.0	-0.8	-5.1
20	COc1ccc(CNC(=O)C(C)n2nc(C)c3c(C)n(-c4ccc(C)cc4)nc3c2=O)cc1 (configuration not stated)	-1.1	23	-0.6	3.9	1.6
21	Cc1sc2ncnc(N3CCC(C(=O)Nc4ccc(C#N)cc4)CC3)c2c1C	-1.3	-2	0.6	.	2.3
22	CCCCn1c(N)c(N(CCOC)C(=O)c2cc(=O)[nH]c3ccccc23)c(=O)[nH]c1=O	0.8	3	-1.8	-1.6	0.2
23	c1ccc2c(c1)oc1c(N3CCN(Cc4ccc5c(c4)OCO5)CC3)ncnc12	.	8	-4.0	-1.4	.
24	CC(=O)N(C1=C(N)C(=O)c2ccccc2C1=O)c1ccccc1	-2.3	-1	-2.1	0.1	-0.8

cpd	GDH-TPI inh	PfHsp40 rescue	Vc quorum ag	FBA Mtb inh
13	8	.	i	0
14	2	-0.3	-0.3	2
15	5	-1.8	-0.4	0
16	9	-0.8	0.0	4
17	3	1.8	i	6
18	5	0.0	i	-2
19	5	0.6	-0.4	2
20	-3	-1.1	-0.4	1
21	0	0.1	1.6	-1
22	13	0.0	1.3	2
23	-2	1.1	-0.6	1
24	-2	-1.1	1.2	-3

Continuation.
cpd	Structure	UGM FP inh	Y pestis TopoI	FadD28 FP inh	BioA inh	TcdB inh
25	O=C(Nc1ccccc1N1CCCCC1)c1ccc([N+](=O)[O-])o1	.	-4	-0.4	0.9	-0.5
26	Cc1cccc(OCCCC(=O)Nc2ccc(N3CCCCC3)cc2)c1	-0.6	-1	-1.8	-2.2	.
27	O=C(NCCc1nc2ccccc2[nH]1)c1ccc([N+](=O)[O-])cc1	-1.2	-8	-0.6	.	0.8
28	Cc1ccc(N(CC(=O)NCCSc2ccccn2)S(C)(=O)=O)cc1	-1.3	6	-1.5	.	1.7
29	O=C(Nc1ccc([N+](=O)[O-])cc1)c1cc2ccccc2nc1Cl	-0.3	-4	-1.9	.	1.4
30	CCN1CCC(NC(=O)Nc2ccccc2C(=O)OC)CC1	1.3	0	-1.3	.	1.4
31	CCCc1nnc(SCC(=O)N2CCCC(C)C2)n1CCCOC (configuration not stated)	-2.4	4	1.2	0.3	.
32	CC(C)C[C@H](NC(=O)c1nc[nH]c1C(=O)N(C)Cc1ccccc1)C(=O)OC(C)(C)C	0.5	22	-4.4	5.3	1.3
33	COc1ccc(N2CCN(S(=O)(=O)c3c[nH]c(=O)[nH]c3=O)CC2)cc1	-1.8	0	-0.3	.	0.7
34	O=C(OCc1cc(=O)n2ccsc2n1)c1ccc(OC(F)F)cc1	.	10	-1.2	0.6	-0.3
35	COc1cc(-c2nnc(SCc3cc(=O)oc4cc(O)c(O)cc34)o2)cc(OC)c1OC	0.7	-4	5.3	-1.3	.
36	CC(=O)O[C@H]1C(=O)[C@]2(C)[C@H]([C@H](OC(=O)c3ccccc3)[C@]3(O)C[C@H](OC(=O)[C@H](O)[C@@H](NC(=O)c4ccccc4)c4ccccc4)C(C)=C1C3(C)C)[C@]1(OC(C)=O)CO[C@@H]1C[C@@H]2O	-1.3	31	-1.5	-1.6	2.3

cpd	GDH-TPI inh	PfHsp40 rescue	Vc quorum ag	FBA Mtb inh
25	16	0.0	-0.4	-2
26	-4	0.8	-0.3	3
27	6	0.5	-0.3	1
28	-4	0.7	-1.2	-2
29	30	0.9	0.1	-3
30	6	-0.6	-0.2	3
31	4	-0.8	6.7	4
32	-4	1.6	0.0	2
33	-2	0.0	-0.7	-1
34	2	1.1	13	5
35	11	4.0	0.7	1
36	1	5.2	-0.8	1

More results follow:
cpd	Structure	UGM FP inh	Y pestis TopoI	FadD28 FP inh	BioA inh	TcdB inh
37	Cc1ccc(CNC(=S)NC2CCCCC2)cc1	1.0	-2	-1.0	-0.2	-0.3
38	COc1ccc(CCCc2nnc(SCC(=O)Nc3nccs3)n2C)cc1C	-0.6	-2	-2.9	-2.7	.
39	COCCOC(=O)C1=C(C)NC(=O)NC1C1CC=CCC1 (configuration not stated)	-0.6	-6	-2.3	-2.2	-0.5
40	COc1cc2c(cc1OC)-c1cc(NCc3ccccn3)nc(=O)n1CC2	-1.4	6	-2.4	3.9	.
41	COc1cc(O)oc1C=Nc1ccc(Cl)cc1Cl	2.9	-9	-2.1	-3.3	.
42	CCc1ccc(CNC(=O)c2cc3c(C)nc4ccccc4c3o2)cc1	4.0	45	-15	-0.6	0.1
43	NS(=O)(=O)c1ccc(CNC(=O)c2cc(=O)[nH]c3ccccc23)cc1	-0.9	-1	-0.1	0.6	-2.9
44	Cc1ccc(S(=O)(=O)N2CCCCC2)cc1NS(=O)(=O)c1ccc(Cl)c(C(=O)O)c1	.	3	-2.0	-0.7	1.4
45	CC(=O)NC(C)C(c1cccs1)N1CCN(c2ccccc2)CC1 (configuration not stated)	-3.0	3	0.0	.	.
46	O=C(CNC(=O)c1ccccc1)c1ccccc1	-1.0	4	-1.5	-2.4	-0.3
47	COc1ccc(C)cc1NC(=O)c1cc2c(=O)n3ccccc3nc2n1C	-1.0	-4	-3.6	-1.3	1.4
48	O=C(/C=N/O)Nc1cccnc1	1.0	9	-3.9	0.6	.

cpd	GDH-TPI inh	PfHsp40 rescue	Vc quorum ag	FBA Mtb inh
37	0	0.1	i	1
38	5	0.2	-0.4	-1
39	-3	0.6	1.8	0
40	16	0.6	-0.7	12
41	-2	-0.4	i	-11
42	6	0.3	0.2	-1
43	7	-0.3	-0.5	6
44	2	-0.8	0.4	-2
45	0	0.5	i	3
46	-7	-1.1	-0.5	1
47	-1	-1.5	i	16
48	0	-0.1	-0.6	4

More structures follow:
cpd	Structure	UGM FP inh	Y pestis TopoI	FadD28 FP inh	BioA inh	TcdB inh
49	CS(=O)(=O)N1CCN(c2ccc([N+](=O)[O-])c(NCc3ccc(Cl)cc3)c2)CC1	0.3	1	-0.5	3.1	0.6
50	O=C(Cc1ccccc1)N1CCN(Cc2c[nH]c3ccccc23)CC1	0.1	-8	0.2	2.0	.
51	Cc1c(NC(=S)NC(=O)Cc2ccccc2)cccc1C(=O)O	-0.1	1	0.2	0.9	-0.7
52	CC(=O)Nc1c(F)c(F)c(F)c(F)c1F	0.5	-5	-1.2	-3.0	0.8
53	CCC(C(=O)Nc1ccc(C(=O)O)cc1NC(=O)C(CC)c1ccccc1)c1ccccc1 (configuration not stated)	-3.0	7	-8.1	0.2	1.1
54	Cc1nc(/C=C/c2ccccc2)cc(/C=C/c2ccccc2)n1	1.8	5	0.1	-0.8	.
55	C=CCN(c1ccccc1)S(=O)(=O)c1cc2c(cc1C)N(C)CCO2	1.3	27	0.6	-0.7	0.1
56	CCOC(=O)c1oc2nc3c(cc2c1N)COC(C)(C)C3	-1.6	-1	-1.5	-0.4	.
57	Cc1ccc(NC(=S)Nc2ccc3cn[nH]c3c2)cc1	1.8	-5	-1.9	.	.
58	Cc1nn(C(C)CC(=O)O)c(C)c1C (configuration not stated)	-0.6	9	-1.0	.	.
59	NC(=O)c1cc(S(=O)(=O)NCc2ccccc2)cs1	0.7	6	-4.6	0.2	2.4
60	Cc1sc2nc(SCc3nnc(-c4cccs4)o3)n(C3CCCC3)c(=O)c2c1C	-2.4	6	0.7	-1.9	.
61	CCOC(=O)Nc1ccc2c(c1)N(C(=O)CCN(C)C)c1ccccc1S2	1.7	-6	-0.1	.	.

cpd	GDH-TPI inh	PfHsp40 rescue	Vc quorum ag	FBA Mtb inh
49	9	-0.5	0.1	-8
50	-3	0.3	-0.3	-1
51	1	-0.7	-1.2	-3
52	13	1.8	i	5
53	-2	0.9	0.7	1
54	23	-0.4	3.4	10
55	6	-0.3	-0.3	-4
56	12	-0.1	i	45*
57	2	-0.5	i	7
58	6	1.1	i	0
59	-7	-1.5	i	0
60	10	1.2	-0.4	-1
61	5	-0.9	-0.7	0
